C8 TRAIL sens – viability loss with TRAIL in NB7+C8 cells, primary screen, TRAIL sensitizer project, cell-based, ATPlite luminescence; inhibition (viability loss, TRAIL sensitization), % at 10 µM; 360,000 tested, 1% active;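 active = compounds causing at least 50% loss of cell viability in the single-dose screen, relative to plate controls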
LRH-1 inv ag – LRH-1 (NR5A2) inverse agonists, primary screen, cell-based, luminescence, HEK293T, StAR-luciferase reporter; LRH-1 transfected, 24 h; inhibition, % at 3.6 µM; 360,000 tested, 0.13% active; AID 602396, 2012;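 active = inhibition above the mean inhibition of all tested compounds plus 3 SD, cut at about 73% in these data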;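 note: 0% = DMSO wells and 100% = reporter-only cells lacking LRH-1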
Target sequence (O00482 whole entry, looked up): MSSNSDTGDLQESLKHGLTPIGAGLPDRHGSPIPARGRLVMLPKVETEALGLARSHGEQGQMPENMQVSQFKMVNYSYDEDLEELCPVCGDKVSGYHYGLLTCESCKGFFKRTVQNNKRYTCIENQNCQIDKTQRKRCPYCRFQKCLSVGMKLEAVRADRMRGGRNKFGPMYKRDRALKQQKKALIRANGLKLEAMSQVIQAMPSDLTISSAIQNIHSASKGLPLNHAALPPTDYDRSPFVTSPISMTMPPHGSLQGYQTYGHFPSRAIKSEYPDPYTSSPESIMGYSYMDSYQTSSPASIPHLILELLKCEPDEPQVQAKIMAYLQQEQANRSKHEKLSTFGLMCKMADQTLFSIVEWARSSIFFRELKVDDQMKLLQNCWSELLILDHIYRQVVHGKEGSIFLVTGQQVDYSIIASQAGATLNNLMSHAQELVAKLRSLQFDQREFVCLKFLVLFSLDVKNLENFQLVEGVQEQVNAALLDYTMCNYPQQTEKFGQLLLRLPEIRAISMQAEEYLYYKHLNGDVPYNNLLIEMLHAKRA
TLR9-MyD88 inh – inhibitors of TLR9-MyD88 association in cells, primary screen, cell-based, CHO, BLA complementation, fluorescence; CCF4 FRET ratio; inhibition, % at 4.98 µM; 340,000 tested, 0.21% active;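 active = inhibition above the mean over all tested compounds plus 3 SD, cut at about 21% in these data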;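 note: 0% = DMSO only wells and 100% = clavulanate BLA inhibitor control wells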
SRC1 inh – SRC1 coactivator transcriptional activity inhibitors, primary screen, cell-based, luminescence. HEK293 GAL4-SRC1 luciferase reporter. inhibition, % at 3.6 µM. 360,000 tested, 0.12% active. Nuclear receptor coactivator 1 (Homo sapiens), Q15788;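 active = inhibition above the campaign mean plus 3 SD, with each screening campaign given its own cutoff, cut at about 60% in these data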;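 note: 0% = DMSO treated cells and 100% = gossypol at 36 µM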
LMP1 NFkB inh – EBV LMP1-driven NF-kappaB luciferase reporter inhibitors, primary screen, cell-based, luminescence, single point; LMP1-induced NF-kappaB luciferase reporter cells; AID 504558, 2011; 350,000 tested, 0.69% active; inhibition, % at 12.5 µM; in the data active = inhibition above about 41%;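 note: 0% = neutral control wells and 100% = reference inhibitor control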
TROY signal inh – inhibitors of TROY-driven NF-kB signaling, primary screen, Q293 LMP1-TROYcd cells, NF-kB luciferase, uHTS; Q293 LMP1-TROYcd NF-kB luciferase reporter, 4 h; inhibition, % at 10 µM; 360,000 tested, 0.98% active; AID 1347056, 2019;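 active = compounds whose plate-normalised and pattern-corrected inhibition of the luciferase reporter signal at the single screening dose is 50% or more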
NOD2 RIPK2 PPI – NOD2-RIPK2 binding disruptors in cells, primary screen, fluorescence, CHO cells, BLA complementation; Receptor-interacting serine/threonine-protein kinase 2 (Homo sapiens), O43353; CCF4 ratio; inhibition, % at 4.98 µM; 360,000 tested, 0.38% active; in the data active = inhibition above about 21%;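 note: 0% = vehicle only and 100% = reference blocker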
TWEAK Fn14 block – inhibitors of TWEAK-Fn14 signaling, primary screen, luciferase reporter cells, uHTS; 360,000 tested, 2% active; AID 1159606, 2016; inhibition, % at 10 µM; TWEAK-stimulated Fn14 reporter cells, luciferase luminescence, 8 h; in the data active = inhibition above about 50%
NCOA2 inhibitor – inhibition of GAL4-SRC2 driven luciferase reporter, primary screen, SRC2 inhibitor project, cell-based, luminescence. AID 651957, 2012. inhibition, % at 9 µM. 370,000 tested, 0.17% active. Nuclear receptor coactivator 2 (Homo sapiens), Q15596. HEK293 GAL4-SRC2 luciferase reporter;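 active = inhibition above the mean inhibition of all tested compounds plus 3 SD, set per campaign, cut at about 52% in these data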;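 note: 0% = DMSO treated cells and 100% = cells given Gossypol at 36 µM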
SRC3 inh – SRC3 coactivator transcriptional activity inhibitors, primary screen, cell-based, luminescence. Nuclear receptor coactivator 3 (Homo sapiens), Q9Y6Q9. HEK293 GAL4-SRC3 luciferase reporter. inhibition, % at 3.6 µM. 360,000 tested, 0.17% active;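 active = inhibition above a per-campaign cutoff, the mean of all compounds plus 3 SD, cut at about 60% in these data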;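 note: 0% = DMSO-treated cells and 100% = gossypol-treated cells at 36 µM; higher means less SRC3-driven luciferase light from the GAL4 reporter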
COUP-TFII inh – NR2F2 transcriptional activity inhibitors, primary screen, cell-based, luciferase reporter, HEK293T, luminescence; COUP transcription factor 2 (Homo sapiens), P24468; HEK293T NGFI-A luciferase reporter; inhibition, % at 8.6 µM; 370,000 tested, 0.7% active; AID 686940, 2013;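 active = inhibition above a per-plate cutoff, mean inhibition of test wells between control levels plus 3 SD, cut at about 38% in these data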;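 note: cells cotransfected with COUP-TFII expression vector driving the NGFI-A reporter; 0% = median of COUP-TF2 test wells and 100% = reporter-only cells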
Target sequence (P24468 whole entry, looked up): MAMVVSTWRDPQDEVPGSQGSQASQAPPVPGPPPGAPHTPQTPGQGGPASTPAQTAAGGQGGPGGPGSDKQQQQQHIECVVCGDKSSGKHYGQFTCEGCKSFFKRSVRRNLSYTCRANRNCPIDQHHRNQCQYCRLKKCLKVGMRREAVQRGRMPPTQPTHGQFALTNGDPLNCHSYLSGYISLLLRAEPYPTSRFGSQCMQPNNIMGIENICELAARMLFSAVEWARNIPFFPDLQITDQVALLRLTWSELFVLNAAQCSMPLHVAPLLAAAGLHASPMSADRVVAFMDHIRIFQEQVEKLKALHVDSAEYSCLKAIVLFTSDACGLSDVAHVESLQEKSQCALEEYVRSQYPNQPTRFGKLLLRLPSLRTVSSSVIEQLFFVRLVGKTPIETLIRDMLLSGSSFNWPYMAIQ
The depositor's hits bear a star; . = no result given.

mol	C8 TRAIL sens	LRH-1 inv ag	TLR9-MyD88 inh	SRC1 inh	LMP1 NFkB inh	TROY signal inh	NOD2 RIPK2 PPI	TWEAK Fn14 block	NCOA2 inhibitor	SRC3 inh	COUP-TFII inh
O=C(Nc1cccc(S(=O)(=O)N2CCCC2)c1)c1cccc(S(=O)(=O)N2CCOCC2)c1	-1	-10	-2	2	15	6	-13	-19	-24	19	13
C=CCNc1c2c(nc3nnnn13)CCCC2	16	2	-3	-15	1	-4	-15	-15	-12	-13	-4
CC1CCCN(C(=O)c2ccc(-c3ccccc3Cl)o2)C1 (centres undefined)	18	-192	5	-96	-57	-28	-1	-10	-92	-98	-56
Cc1ccc(S(=O)(=O)NCc2ccccc2)cc1C(=O)NCc1ccccn1	-3	-14	-8	-25	3	-20	-5	-1	8	11	-13
O=C(c1ccc(CSc2ccccc2)cc1)N1CCCCCC1	-2	-65	-7	-77	-12	-82	-6	-22	-19	-29	-13
Cc1cc(C)n(/N=C/c2c[nH]c3ccccc23)c(=O)c1C#N	16	-5	-1	17	4	6	4	6	8	6	2
O=S(=O)(c1ccccc1F)N1CCN(C(=S)NCc2ccccc2)CC1	-3	11	10	-20	6	-3	-8	13	16	-11	1
COc1ccc(C(=O)N(CN2CCCC2=O)c2ccc(C)cc2)cc1	2	10	4	-9	3	-1	-4	-2	-17	-3	10
CC[C@H](C)Cc1cn([C@@H](CCCCNC(=O)OC(C)(C)C)C(=O)NCCCCCCCCCCC(=O)N2CCN(C(=O)OC(C)(C)C)CC2)nn1	23	28	-7	13	26	39	-7	59*	-13	36	17
Cc1ccccc1-c1nn(-c2ccc(F)cc2F)cc1CNCC(C)O (centres undefined)	-2	-1	-2	14	3	-5	-14	4	-19	12	13
CN(C)CCNc1ccc(Cl)cc1[N+](=O)[O-]	14	20	11	4	-4	2	-4	8	-3	5	-14
CC(C)c1cccc(-c2ccc3c(c2)S(=O)(=O)c2cccc(C(=O)O)c2C3=O)c1	-9	3	2	-4	2	-15	-4	-5	16	10	17
O=C1C(Cc2c[nH]c3ccccc23)NC(=S)N1C1CCCCC1 (centres undefined)	4	17	-7	-6	-1	-23	-4	-1	-12	8	-5
CSc1cnn(CCC#N)c(=O)n1	2	11	.	.	.	-8	8	4	0	.	11
CCOC(=O)N1CCC(Nc2c(OCC)c(=O)c2=O)CC1	4	21	2	9	4	-18	10	-31	12	-10	6
CCc1nc(-c2ccc(-c3ccc(OC)cc3)nc2OC)no1	10	-63	1	-36	-17	-30	-10	-22	-65	-45	-40
Cc1ccc(C)c(Cn2c(O)c(N=NC(=S)Nc3ccccc3F)c3ccccc32)c1	14	2	1	-2	45*	14	-14	3	12	6	6
CCCOc1cccc(C(=O)NCCNC(=O)c2ccco2)c1	9	-1	5	5	-5	-36	7	31	-19	-6	-3
Cn1cccc1C(=O)C(=O)Nc1cc(Cl)cc(Cl)c1	19	-33	-10	-76	-12	-63	-4	-13	-43	-38	-18
O=C(CSc1nnc(CNC(=O)c2ccc(F)cc2)o1)Nc1nccs1	-6	15	-2	-5	-19	-11	-5	0	-1	19	7
COc1ccc(NC(=O)c2cc(C3CCCCN3S(=O)(=O)c3ccc(C#N)cc3)on2)c(C)c1 (centres undefined)	-16	-10	.	-6	.	13	-5	-4	7	-3	14
O=C(Cc1ccccc1[N+](=O)[O-])OCC(=O)N1CCN(c2ccccc2)CC1	4	2	7	-9	-2	-9	-5	-15	2	14	-6
CCC(=O)N1CCc2cc(S(=O)(=O)CCC(=O)NCCc3ccc(S(N)(=O)=O)cc3)ccc21	3	5	-5	-6	1	-18	8	6	-1	15	6
COc1ccc(-n2nc(C(=O)NCC(=O)NCC3CCCO3)c3ccccc3c2=O)cc1 (centres undefined)	-9	-9	-9	-3	4	-12	-1	-17	-5	7	6
CCNC(=S)N/N=C(\C)c1ccco1	0	0	3	-35	0	7	3	-10	8	-2	1
Cc1[nH][nH]c(=O)c1C(c1ccc(-c2ccc(Cl)cc2)o1)c1c(C)[nH][nH]c1=O	-18	-14	7	14	1	-7	-1	-3	-12	21	-4
Nc1ccc(S(=O)(=O)Nc2nccc(/C=C/c3ccccc3F)n2)cc1	1	-8	.	-30	-2	-2	-4	-20	3	-14	-9
Cc1ccc(S(=O)(=O)N2CCN(C(=O)c3cc(C4CC4)nc4c3cnn4C(C)C)CC2)cc1	-4	-2	-10	-1	1	-4	2	6	-17	9	9
C[C@H](O)[C@@H]1C(=O)N2CCc3ccc(N4CCN(C)CC4)cc3[C@@H]2C[C@@H]1N(C)C(=O)c1cccnc1	-7	-2	6	0	-7	12	-2	-3	10	-7	8
CC(Oc1ccc(Cl)cc1)C(=O)Nc1cccc(S(=O)(=O)N2CCOCC2)c1 (centres undefined)	8	11	6	-10	-3	31	-7	-2	7	25	2
COc1ccc(NC(=S)Nc2cccc(Cl)c2Cl)cc1OC	-4	5	-1	9	-1	-38	4	-10	-27	-6	8
CC(OC(=O)C1CCCCC1)C(=O)Nc1cccc([N+](=O)[O-])c1 (centres undefined)	13	14	-4	5	6	11	-9	7	35	11	23

Results in COUP-TFII inh and LRH-1 inv ag, for some of the entries so far:
compound | COUP-TFII inh | LRH-1 inv ag
C[C@H](O)[C@@H]1C(=O)N2CCc3ccc(N4CCN(C)CC4)cc3[C@@H]2C[C@@H]1N(C)C(=O)c1cccnc1 | 8 | -2
CC(Oc1ccc(Cl)cc1)C(=O)Nc1cccc(S(=O)(=O)N2CCOCC2)c1 (centres undefined) | 2 | 11

Additional structures:
mol	C8 TRAIL sens	LRH-1 inv ag	TLR9-MyD88 inh	SRC1 inh	LMP1 NFkB inh	TROY signal inh	NOD2 RIPK2 PPI	TWEAK Fn14 block	NCOA2 inhibitor	SRC3 inh	COUP-TFII inh
CCC(=O)Nc1ccc2c(c1)nc(CCN1CCN(c3ccccc3)CC1)n2C	3	-2	0	5	5	-15	-2	-13	-18	18	-14
CCN(C(=O)COC(=O)c1cc(-c2ccc(C)o2)nc2ccccc12)C1CCS(=O)(=O)C1 (centres undefined)	21	-13	17	-21	10	-5	4	-34	-17	0	-4
c1ccc2c(c1)OCC(CNc1ncnc3nc[nH]c13)O2 (centres undefined)	15	11	1	1	-4	-1	6	8	2	12	14
Cc1ccccc1-c1nc(CS(=O)(=O)CC(=O)NCCCN2CCCC2=O)c(C)o1	-5	-31	-7	-23	2	-5	-5	2	19	-4	7
O=C(O)c1ccc(C(=O)c2ccc3c(c2)C(=O)N(CCO)C3=O)cc1	-5	11	4	-16	-3	-5	-7	-2	-5	-6	-12
Cc1ccc(COc2cccc(/C=N/NC(=O)c3nnn(-c4nonc4N)c3C)c2)cc1	41	0	0	-8	-26	-58	1	-133	-6	14	5
Cc1c[nH]c(=O)c([N+](=O)[O-])c1	-6	18	1	10	-4	3	0	-2	9	-2	-2
O=C(CCNC(=O)Cn1ccc2ccccc2c1=O)NCCCN1CCN(c2ccc(F)cc2)CC1	12	-4	1	-10	2	3	-1	27	10	-3	-2
CCOC(=O)c1nn(-c2ccc(C)cc2)c2nc(Nc3ccccc3)cc(=O)n12	-10	19	1	0	-6	3	6	-32	22	-11	18
C/C(N)=C(/C#N)C(=O)CN1C(=O)NC(Cc2c[nH]c3ccccc23)C1=O (centres undefined)	-11	-5	7	11	-5	4	-5	6	-21	-7	19
Cc1cc(NC(=O)COC(=O)COc2ccc(C(=O)c3ccccc3)cc2)no1	6	-15	8	-8	-1	2	-6	-2	1	19	12
Cn1c(-c2cc3c(C(F)(F)F)nn(C)c3s2)n[nH]c1=S	4	-8	-4	8	2	15	-5	-6	-4	0	12
CC1(C)CC(=O)c2sc(NC(=O)c3ccc4ncsc4c3)nc2C1	25	-39	0	-31	-27	-33	3	-31	-87	-40	-28
COc1ccccc1NC(=O)C1CCN(C(=O)NCc2ccccc2)CC1	4	-11	-15	-3	-2	-8	-14	19	-4	6	13
CC1(CCc2ccccc2)NC(=O)N(CC(=O)Nc2c(F)cccc2F)C1=O (centres undefined)	-4	-11	-16	6	3	-10	-4	-14	0	3	15
COc1ccc(-c2sc3cc4c(cc3c2-c2ccc(OCCN3CCCCC3)cc2)OCO4)cc1	15	1	2	-25	-19	-4	9	-30	.	-1	.
O=C(CCc1ccccc1)Nc1ccccc1	-2	-66	-11	-41	5	-36	35*	3	-10	-31	-14
O=C(CSc1nccc(=O)[nH]1)Nc1ccccc1Sc1ccccc1	-6	5	-13	-2	0	8	-7	-55	-17	9	-2
COC(=O)c1cccc(NC(=O)NC23CC4CC(CC(C4)C2)C3)c1	7	1	0	-30	-16	-31	-9	-6	-16	-22	-5
O=C(Nc1c(C(=O)N2CCCCC2)cnn1-c1ccccc1)c1ccccc1	-1	8	6	-13	-2	-8	-9	11	-15	-3	-3
CCCN(CCC)c1nc2ccccc2nc1C(C#N)C(=O)OCCOC (centres undefined)	-4	7	8	1	-3	27	5	23	13	15	-6

Source: PubChem BioAssay

Not all compounds are listed; count on the stated rates, not on these rows.
